LEDGF integ inh: blocks HIV-1 LEDGF/p75-dependent DNA integration; TR-FRET IN-LEDGF/p75 DNA integration, Eu/Cy5; inhibition, % at 3.7 µM; hit rate 0.64% among 370,000;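 active = inhibition above the screen-wide mean plus 3 SD, cut at about 13% in these data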;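 note: signal is the Cy5 over europium emission ratio at 671 and 618 nm; 0% = plate median of compound wells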
PRMT1 inh: inhibitors of human PRMT1 | hit rate 1.3% among 370,000 | recombinant PRMT1, activity-based probe fluorescence polarization | inhibition, % at 2.79 µM;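 active = inhibition above about 21% made by adding two undisclosed values, limit read from the data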
TCR CD3 inh: human TCR-CD3 binding inhibition; hit rate 0.37% among 360,000; TAMRA-labeled TCR probe fluorescence, biochemical; inhibition, % at 9.4 µM; AID 651800; in the data active = inhibition above about 19%;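 note: recombinant mutant TCR 2C K166C tagged with TAMRA read by polarization; 0% = receptor in buffer alone and 100% = receptor with positive control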
SIAE primary: blocks human sialic acid acetylesterase. Q9HAT2. SIAE FP-Rh probe binding, fluorescence polarization. inhibition, % at 9.66 µM. hit rate 0.69% among 370,000. AID 1053197;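 active = inhibition above a cutoff: mean of compounds within the control limits plus 3 SD of those, cut at about 17% in these data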;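 note: 0% = plate median of compound wells and 100% = probe without SIAE protein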
Tn7 DDE FP: DD(E)-Tn7 binding inhibition, primary FP screen; inhibition, % at 8.3 µM; hit rate 0.13% among 370,000; AID 720508; P02675; FP displacement of FITC-Tn7 peptide from fibrin DD(E); 0% = median of compound wells per plate;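 active = inhibition above the mean of compounds falling within the control limits plus 3 SD of them, cut at about 14% in these data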;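 note: 0% = plate median of compound wells and 100% = 10 µM Aha-Tn7 peptide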
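Assay system: Human clot-derived fibrin DD(E) complex | Buffer or medium: Tris/NaCl/CaCl2 buffer, pH 7.8 | Repeats: One replicate per compound | Benchmarks: Aha-Tn7 high control | Measure: % inhibition scaled between sample-field median and high-control FP | Schedule: 10 min plus 3 h, room temperature | Signal: Fluorescence polarization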
UHRF1 MBD2 ctr: human UHRF1 methylated DNA binding inhibitors; Q96T88; UHRF1 binding to methylated oligo, TR-FRET; inhibition, % at 4.4 µM; hit rate 0.75% among 370,000; AID 687016; in the data active = inhibition above about 21%;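 note: UHRF1 SRA domain binding a hemimethylated CpG hairpin DNA probe; 0% = median of test compound wells and 100% = reference inhibitor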
Target sequence (Q96T88 whole entry, looked up, the tested form may be a part): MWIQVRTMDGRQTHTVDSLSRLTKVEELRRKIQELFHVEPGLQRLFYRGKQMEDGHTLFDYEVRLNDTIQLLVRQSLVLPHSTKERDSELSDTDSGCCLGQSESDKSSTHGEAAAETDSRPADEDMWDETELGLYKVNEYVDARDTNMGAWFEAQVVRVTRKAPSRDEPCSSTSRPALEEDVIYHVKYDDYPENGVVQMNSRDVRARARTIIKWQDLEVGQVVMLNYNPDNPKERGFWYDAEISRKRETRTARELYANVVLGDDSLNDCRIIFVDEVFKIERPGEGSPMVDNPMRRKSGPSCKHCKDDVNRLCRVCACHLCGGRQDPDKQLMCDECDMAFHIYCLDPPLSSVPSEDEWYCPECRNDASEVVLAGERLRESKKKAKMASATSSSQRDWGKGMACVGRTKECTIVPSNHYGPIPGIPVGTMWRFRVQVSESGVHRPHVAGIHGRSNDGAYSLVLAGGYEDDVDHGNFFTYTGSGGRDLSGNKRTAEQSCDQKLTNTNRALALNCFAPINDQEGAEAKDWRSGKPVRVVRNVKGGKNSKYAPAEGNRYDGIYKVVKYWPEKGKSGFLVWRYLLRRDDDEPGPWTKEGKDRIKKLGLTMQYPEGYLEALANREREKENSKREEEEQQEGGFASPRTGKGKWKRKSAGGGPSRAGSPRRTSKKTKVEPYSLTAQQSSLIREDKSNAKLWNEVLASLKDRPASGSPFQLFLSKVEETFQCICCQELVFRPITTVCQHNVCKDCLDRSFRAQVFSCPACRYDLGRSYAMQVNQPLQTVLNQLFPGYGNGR
mABHD4 FP: inhibits mouse alpha/beta hydrolase domain 4; Q8VD66; purified mABHD4, FP-Rh probe fluorescence polarization; inhibition, % at 8.92 µM; hit rate 0.54% among 370,000; AID 720543;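 active = inhibition exceeding the mean over every tested compound plus 3 SD, cut at about 30% in these data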;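 note: 0% = plate median of compound wells and 100% = S159A mutant with DMSO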
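Test system: mouse ABHD4 enzyme, wild type. Reagent: FP-Rh fluorescent activity-based probe, added after compound pre-incubation. Timing: pre-incubation 45 min, probe exposure 60 min, at 25 °C. Technique: FP readout, ex 525 nm / em 598 nm. Benchmarks: high control S159A mutant with DMSO, low control median of compound wells.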
TDP2 inh: blocks human TDP2 phosphodiesterase activity | inhibition, % at 12.8 µM | recombinant TDP2, T5PNP hydrolysis, p-nitrophenol absorbance 415 nm | hit rate 0.34% among 370,000 | O95551;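 active = inhibition above the mean of all tested compounds plus 3 SD, set per campaign, cut at about 25% in these data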;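 note: 0% = DMSO with enzyme and 100% = buffer with substrate but no TDP2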
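Test system: Human TDP2 enzyme | Reagent: 5 mM T5PNP | Compound dosing: 12.8 µM single point, 1% DMSO | Incubation: Enzyme reaction with compound for 2 h at 37 °C | Technique: p-Nitrophenol epi absorbance | Read-out: % inhibition relative to enzyme-containing and enzyme-free wells | Benchmarks: High control without enzyme, low control DMSO plus TDP2 | Replicates: Singlicate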
HTRA1 inhibitor: blocks human HTRA1 serine peptidase; recombinant HTRA1, FP-rhodamine activity-based probe, fluorescence polarization; inhibition, % at 5.96 µM; hit rate 0.5% among 340,000; AID 504803; in the data active = inhibition above about 36%;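 note: 0% = enzyme with DMSO and 100% = wells lacking enzyme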
PG9 binder: binds the HIV-1 gp120 antibody PG9; hit rate 0.43% among 360,000; inhibition, % at 6.7 µM; AID 624416; TR-FRET gp120-PG9 antibody binding; in the data active = inhibition above about 8.5%
Starred values were filed as active, the others as inactive; x = not tested or not shown.

Every second line gives: LEDGF integ inh	PRMT1 inh	TCR CD3 inh	SIAE primary	Tn7 DDE FP	UHRF1 MBD2 ctr	mABHD4 FP	TDP2 inh	HTRA1 inhibitor	PG9 binder
[1] CNC(=O)COc1ccccc1C(=O)Nc1ccc2c(c1)oc1ccccc12
→ -2	2	1	1	-6	3	-10	-5	-67	1.0
[2] CC1=NN(CCC#N)C(=O)/C1=C/c1ccc(N(C)C)cc1
→ -3	-1	-3	-5	-7	-38	8	42*	-2	-18
[3] COC(=O)C1=C(C)N(Cc2ccccc2C(F)(F)F)C(=NCc2ccc3c(c2)OCO3)NC1c1ccc(F)cc1 (stereo not given)
→ 4	-1	6	10	0	-1	7	6	x	-0.2
[4] CCCOc1ccc(F)cc1-c1cc(C(=O)NCc2ccc(F)cc2)[nH]n1
→ 2	4	-2	-18	0	6	-53	-8	x	-0.4
[5] CCCS(=O)(=O)c1nc(S(=O)(=O)c2ccc(C)cc2)c(N2CCN(CC)CC2)s1
→ 5	-1	-1	-4	-6	1	-7	13	3	1.1
[6] O=C(CN1CCN(Cc2ccccc2Cl)C1=O)NCc1ccco1
→ 3	2	0	-1	3	0	9	1	5	-0.2
[7] Cc1nnc(SCC(=O)N/N=C/c2cn(-c3ccccc3)nc2-c2ccccc2)n1-c1ccccc1
→ 3	3	-6	-5	6	-1	-3	3	-23	-0.9
[8] Cc1cc(C(=O)CSCCCn2c(=O)[nH]c3ccccc32)c(C)n1C
→ 3	11	8	7	-7	-4	12	9	6	0.9
[9] C[C@]12Cc3ccccc3C1CC1=N[C@@H](C3CCCCC3)O[C@@]13C[C@@H]2C(=O)N3C1CCN(Cc2ccccc2)CC1 (stereo not given in full)
→ -1	-3	-2	3	7	-2	10	0	x	-1.4
[10] O=C(Nc1ccccc1)[C@@H]1CC=C[C@@H]2CCN(Cc3ccccc3)C(=O)[C@@H]21
→ 1	-1	-5	3	-2	-1	0	8	-10	-0.8
[11] COC(=O)c1ccc(-c2c(-c3ccccc3)ncc3cc(OC)c(OC)cc23)cc1
→ 2	1	-1	-4	-4	7	2	12	7	-0.9
[12] O=C(c1cc(N2CCOCC2)c(F)cc1[N+](=O)[O-])N1CCOCC1
→ -3	5	-7	-3	-1	2	-3	-10	5	-0.6
[13] CN(CC(=O)Nc1ccc(Cl)cc1)C(=O)CNC(=O)Cc1cccc2ccccc12
→ 2	-2	-1	-1	4	1	-6	4	-18	-0.7
[14] CCOC(=O)C1(C(=O)OCC)NC(=O)CC1CC(C)C (stereo not given)
→ 1	-1	-4	-5	1	-2	4	4	3	-0.5
[15] NC(=O)c1ccc(N=Cc2ccc([N+](=O)[O-])s2)cc1
→ 3	-1	8	7	3	-1	5	-1	24	-3.6
[16] CCCC(=O)NCCc1nc2ccccc2n1C
→ -7	4	-3	1	-5	0	7	-11	-1	-0.3
[17] C/C=C(\C)CN1CCCC(CO)(Cc2ccccc2)C1 (stereo not given)
→ 14*	-5	-4	0	-5	1	-11	-11	1	-2.6
[18] Cc1ccc2nc(SCC(=O)Nc3ccc(F)cc3F)[nH]c2c1
→ -3	0	-3	-4	-6	2	-10	-6	-12	-1.4
[19] CS(=O)(=O)NCCSCc1c(Cl)cccc1Cl
→ 1	-1	2	5	-3	0	1	2	1	-1.1
[20] O=C(CCc1nc2ccccc2c(=O)[nH]1)OCc1ccc(-c2ccccc2)cc1
→ -2	2	0	-7	4	1	4	5	9	9.3*
[21] OCC1(Cc2ccccc2)CCN(Cc2cnc(-c3ccc(Cl)cc3)nc2)CC1
→ 0	-1	-5	1	0	-3	-2	3	-16	-0.1
[22] COCCNC(=O)CN(C(=O)CCC(=O)Nc1ccccn1)c1ccc(OC)cc1
→ 4	-1	10	0	-4	-1	1	-8	-7	-0.3
[23] O=[N+]([O-])c1ncn(Cc2c(Cl)cccc2Cl)n1
→ -1	-5	6	-3	0	-2	4	-3	-2	0.0
[24] CCCCCCc1nc2c(=O)[nH]c3ccccc3c2o1
→ 0	-3	-9	2	-1	1	2	10	3	2.2
[25] Cc1nn(-c2ccccc2)c(C)c1CN(C)C(=O)c1ccc(S(=O)(=O)NCc2ccco2)cc1
→ -4	4	0	-2	-2	0	2	-13	-1	-0.8
[26] CC(=O)Nc1ccc(Br)c2ccccc12
→ -6	2	-6	-6	9	5	0	1	3	11*
[27] Cc1cc(OCc2nn[nH]n2)c2c(C)c(CC(=O)O)c(=O)oc2c1
→ 2	-2	6	6	5	0	1	4	-8	2.4
[28] CCC(=O)N1CCC1(C)C(=O)Nc1ccc(OC(F)F)cc1 (stereo not given)
→ 5	-3	3	3	0	0	-1	4	x	-0.4
[29] CCN1CCN(C(=O)c2ccccc2NC(=O)c2ccc(Cl)cc2)CC1
→ 4	-5	1	0	-11	0	-1	-7	4	0.1
[30] NC(=O)CC[C@H](NC(=O)[C@H](Cc1ccccc1)n1c(=O)[nH]c2ccccc2c1=O)C(=O)N1CCC[C@H]1C(=O)O
→ 1	0	4	-2	-2	-1	2	0	-1	2.4

Complete entries, quoted from the list. Order of screens: LEDGF integ inh	PRMT1 inh	TCR CD3 inh	SIAE primary	Tn7 DDE FP	UHRF1 MBD2 ctr	mABHD4 FP	TDP2 inh	HTRA1 inhibitor	PG9 binder
O=C(c1cc(N2CCOCC2)c(F)cc1[N+](=O)[O-])N1CCOCC1 is listed with -3	5	-7	-3	-1	2	-3	-10	5	-0.6
COCCNC(=O)CN(C(=O)CCC(=O)Nc1ccccn1)c1ccc(OC)cc1 is listed with 4	-1	10	0	-4	-1	1	-8	-7	-0.3
Cc1nnc(SCC(=O)N/N=C/c2cn(-c3ccccc3)nc2-c2ccccc2)n1-c1ccccc1 is listed with 3	3	-6	-5	6	-1	-3	3	-23	-0.9
CCOC(=O)C1(C(=O)OCC)NC(=O)CC1CC(C)C (stereo not given) is listed with 1	-1	-4	-5	1	-2	4	4	3	-0.5

Some of these compounds in order of molecular weight, highest first:
Every second line gives: LEDGF integ inh	PRMT1 inh	TCR CD3 inh	SIAE primary	Tn7 DDE FP	UHRF1 MBD2 ctr	mABHD4 FP	TDP2 inh	HTRA1 inhibitor	PG9 binder
[20] O=C(CCc1nc2ccccc2c(=O)[nH]1)OCc1ccc(-c2ccccc2)cc1
→ -2	2	0	-7	4	1	4	5	9	9.3*
[18] Cc1ccc2nc(SCC(=O)Nc3ccc(F)cc3F)[nH]c2c1
→ -3	0	-3	-4	-6	2	-10	-6	-12	-1.4
[15] NC(=O)c1ccc(N=Cc2ccc([N+](=O)[O-])s2)cc1
→ 3	-1	8	7	3	-1	5	-1	24	-3.6

(next part)
Every second line gives: LEDGF integ inh	PRMT1 inh	TCR CD3 inh	SIAE primary	Tn7 DDE FP	UHRF1 MBD2 ctr	mABHD4 FP	TDP2 inh	HTRA1 inhibitor	PG9 binder
[31] O=S(=O)(c1ccc(OCC(O)CN2CCN(c3ccccc3Cl)CC2)cc1)N1CCOCC1 (stereo not given)
→ -1	2	-1	-6	-2	0	6	4	-3	0.4
[32] CCOn1c(=O)c(-c2cccc3ccccc23)[n+]([O-])c2ccccc21
→ -6	3	-3	2	7	0	3	1	-2	-0.1
[33] Cc1cccc(CCNS(=O)(=O)c2ccc3c(c2)n(C)c(=O)c(=O)n3C)c1
→ -3	-2	8	6	4	1	-2	-4	1	-0.7
[34] Cc1ccccc1-n1c(SCC(=O)NCc2cccs2)nc2ccccc2c1=O
→ -1	0	1	4	0	1	6	5	-6	-2.0
[35] N/C(=N\OC(=O)c1ccc(Br)cc1)c1ccncc1
→ -4	-1	-3	0	4	0	-5	3	11	-0.4
[36] COc1cccc(NC(=O)N2CCCC2C(=O)NC2CCCC2)c1 (stereo not given)
→ -2	-1	5	-1	8	2	3	6	8	-0.7
[37] NC(Cc1ccc(C(F)(F)F)cc1)c1csc(NC(=O)Nc2ccccc2)n1 (stereo not given)
→ 5	8	-6	6	2	1	-8	2	x	1.5
[38] Cc1ccc(S(=O)(=O)c2cn(C)c3cc(N4CCN(C)CC4)c(F)cc3c2=O)cc1
→ -1	0	-3	4	8	-2	-4	-16	5	-2.4
[39] CCN(CC(=O)Nc1cccc(OC)c1)C(=O)C1CC(=O)N(Cc2ccccc2Cl)C1 (stereo not given)
→ 7	-12	-4	0	0	2	-3	-18	4	0.6
[40] O=C1NC(Nc2nccs2)(C(F)(F)F)C(=O)N1CCc1ccccc1 (stereo not given)
→ 4	1	-7	8	0	10	1	3	-7	0.8
[41] CCOC(=O)C(C#N)=C1CCN(Cc2ccccc2)CC1
→ -6	4	-5	-1	4	1	-7	6	0	-1.5
[42] C[C@@H]1O[C@H](C2CCCC2)Cc2[nH]c(=S)[nH]c(=O)c21
→ 3	-6	5	11	-3	-2	0	-8	x	-0.6
[43] CN(C)c1ccc(C(=O)Nc2cccc(S(=O)(=O)NC3=NCCCCC3)c2)cc1
→ -3	2	-1	12	-2	-1	4	-4	-2	-2.9
[44] Cc1c(C(=O)N(Cc2nccn2C)C(C)C)oc2c(F)cccc12
→ -3	1	5	-3	0	-2	4	17	8	-1.1
[45] CN(C(=O)c1cccc(NC(=O)Cc2ccc([N+](=O)[O-])cc2)c1)C1CC1
→ 0	3	1	5	6	4	8	-1	0	0.5
[46] COC(=O)c1ccc(CSc2ccc3nnc(-c4ccccn4)n3n2)o1
→ -1	5	-1	0	7	1	3	-3	0	1.0
[47] CCN(CC)C(=O)CSc1nnc([C@@H](N)Cc2ccccc2)o1
→ -5	4	1	2	-1	1	-3	1	4	-0.4
[48] CCCOC1CCCN(C(=O)CCCn2nnnc2CN2CCOCC2)C1 (stereo not given)
→ 0	-2	-1	-1	0	0	1	-4	0	-0.8
